From PubChem BioAssay
PG9 binder = PG9 antibody binding by small molecule; TR-FRET gp120-PG9 antibody binding; inhibition, % at 6.7 µM; 360,000 compounds, 0.43% hits; AID 624416; in the data active = inhibition above about 8.5%
FXN GAA850 act = increases GAA850 frataxin promoter reporter activity. HEK293 lucGAA850 FXN promoter luciferase reporter, 24 h; percent of 10 µM SAHA response. activation, % at 6 µM. 360,000 compounds, 0.56% hits;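 active = activation above the average of all compounds screened plus 3 SD, cutoff fixed separately per campaign, cut at about 7.5% in these data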;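 also: 0% = DMSO wells and 100% = 10 µM SAHA wells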
hcDAF12 agonist = H. contortus DAF-12 activation, primary screen; AID 652067; activation, % at 6.8 µM; HEK293 hcDAF-12 lit1-tk-luc reporter, luminescence; 0% DMSO, 100% Δ7-dafachronic acid; 370,000 compounds, 1.4% hits;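 active = activation above the mean of all tested compounds plus 3 SD, cut at about 5.5% in these data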;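 also: 100% = response to 3 µM Δ7-dafachronic acid high control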
DAX1 inh-1 = blocks DAX1 repression of SF-1 activated StAR promoter. HEK293T StAR-luciferase reporter, SF-1/DAX-1 repression relief. AID 652010. inhibition, % at 6.8 µM. 370,000 compounds, 1.1% hits;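 active = inhibition above the mean over all tested compounds plus 3 SD, cut at about 3.6% in these data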;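 also: 0% = DAX-1 cells with DMSO and 100% = cells lacking DAX-1 with DMSO; higher inhibition means more luminescence from relief of DAX-1 repression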
ssDAF12 agonist = activates DAF-12 receptor from parasite S. stercoralis; HEK293 ssDAF-12/GRIP1 lit1-tk-luc reporter, luminescence; % of 3 µM dafachronic acid response; activation, % at 6.8 µM; 370,000 compounds, 1% hits; AID 652126;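 active = activation above the mean over all tested compounds plus 3 SD, cut at about 0.9% in these data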;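 also: 0% = DMSO-only wells and 100% = 3 µM delta7-dafachronic acid wells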
ADAM10 inh = inhibits human ADAM10. O14672. recombinant ADAM10, EDANS/DABCYL FRET peptide cleavage, 3 h. inhibition, % at 7 µM. 370,000 compounds, 0.62% hits. AID 720582;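 active = inhibition above a per-campaign cutoff equal to the mean of compounds falling between control-based bounds plus 3 SD, cut at about 20% in these data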;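 also: 0% = DMSO wells while the 100% control is not disclosed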
Target sequence (O14672 214-748 limits assumed): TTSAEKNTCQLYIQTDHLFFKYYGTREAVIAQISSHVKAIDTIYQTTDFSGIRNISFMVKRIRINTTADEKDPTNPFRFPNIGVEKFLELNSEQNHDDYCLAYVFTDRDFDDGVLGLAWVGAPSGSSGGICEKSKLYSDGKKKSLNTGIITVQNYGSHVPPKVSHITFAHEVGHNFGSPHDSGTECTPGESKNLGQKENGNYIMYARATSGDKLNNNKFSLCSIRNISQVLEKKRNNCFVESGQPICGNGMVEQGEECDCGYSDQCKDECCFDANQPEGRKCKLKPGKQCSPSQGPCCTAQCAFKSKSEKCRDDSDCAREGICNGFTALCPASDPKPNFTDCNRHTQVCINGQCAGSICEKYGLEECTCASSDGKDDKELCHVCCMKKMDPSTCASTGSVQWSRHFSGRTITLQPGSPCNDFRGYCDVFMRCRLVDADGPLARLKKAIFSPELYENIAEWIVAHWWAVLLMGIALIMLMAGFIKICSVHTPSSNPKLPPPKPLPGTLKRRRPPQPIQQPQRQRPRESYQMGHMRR
SMARCA2 activ = SMARCA2 function activation, primary screen; MG213 cells, MMTV-luciferase reporter, dexamethasone, overnight; activation, % at 9.1 µM; 370,000 compounds, 1% hits; in the data active = activation above about 7.8%;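 also: 0% = vehicle wells and 100% = reference activator wells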
hgDAF-12 ag = hgDAF-12 agonism, primary luciferase screen; HEK293 GAL4-hgDAF12 UAS-luciferase reporter, agonist luminescence; normalized to butyrate control; activation, % at 6.8 µM; 370,000 compounds, 1.8% hits;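 active = activation above a cutoff set at the mean of all screened compounds plus 3 SD, cut at about 10% in these data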;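 also: 0% = DMSO wells and 100% = sodium butyrate wells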
ADAM17 inh = inhibitors of human ADAM17; AID 720648; inhibition, % at 6.95 µM; recombinant ADAM17, EDANS/DABCYL FRET peptide cleavage; 370,000 compounds, 0.83% hits; P78536;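 active = inhibition above the mean of compounds lying between control limits plus 3 SD, set per campaign, cut at about 8.5% in these data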;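 also: 0% = DMSO-only wells as the low control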
Target sequence (P78536 215-824 limits assumed): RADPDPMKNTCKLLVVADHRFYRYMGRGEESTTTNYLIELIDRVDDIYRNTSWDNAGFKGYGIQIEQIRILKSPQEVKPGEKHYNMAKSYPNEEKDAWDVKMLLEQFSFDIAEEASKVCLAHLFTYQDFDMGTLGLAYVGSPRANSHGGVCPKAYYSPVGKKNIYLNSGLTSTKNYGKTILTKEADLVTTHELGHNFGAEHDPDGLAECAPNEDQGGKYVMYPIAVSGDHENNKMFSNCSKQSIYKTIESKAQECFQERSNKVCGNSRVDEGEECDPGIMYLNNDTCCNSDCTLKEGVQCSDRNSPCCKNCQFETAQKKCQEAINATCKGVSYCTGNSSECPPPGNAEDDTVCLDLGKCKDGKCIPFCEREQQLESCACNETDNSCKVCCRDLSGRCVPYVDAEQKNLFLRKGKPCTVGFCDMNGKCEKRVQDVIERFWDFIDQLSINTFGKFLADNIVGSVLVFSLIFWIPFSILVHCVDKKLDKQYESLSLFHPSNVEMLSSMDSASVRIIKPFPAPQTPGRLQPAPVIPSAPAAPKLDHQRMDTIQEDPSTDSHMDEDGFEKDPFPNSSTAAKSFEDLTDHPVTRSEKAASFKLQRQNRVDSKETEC
NPR1 activator = GC-A (human) enzyme activation; HEK293 GC-A cells, cGMP TR-FRET, EC30 ANP; 0% at EC30 ANP, 100% saturating ANP; 370,000 compounds, 0.14% hits; activation, % at 10 µM; in the data active = activation above about 40%
DAX1 inh-2 = inhibitors of human orphan nuclear receptor DAX1 (NR0B1); AID 504766; P51843; 340,000 compounds, 0.99% hits; HEK293 Gal4-DAX1 luciferase reporter, luminescence; inhibition, % at 6.75 µM;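 active = inhibition above the mean over all tested compounds plus 3 SD, cut at about 4.2% in these data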;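 also: 0% = DAX1-transfected cells with DMSO and 100% = empty-vector control cells with DMSO; inhibition shows as a rise in luminescence from relieved DAX1 repression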
Numbers without * were called inactive; nt = not tested or not shown.

SMILES	PG9 binder	FXN GAA850 act	hcDAF12 agonist	DAX1 inh-1	ssDAF12 agonist	ADAM10 inh	SMARCA2 activ	hgDAF-12 ag	ADAM17 inh	NPR1 activator	DAX1 inh-2
O=C(NCCC1=CCCCC1)C1CCN(C(=O)Cc2ccccc2)CC1	2.0	2.7	-1.7	-0.8	-1.1	0.2	-3.6	-3.0	-4.2	-3.7	-0.3
CC(=O)Nc1nc(N)n(-c2ccccc2)n1	-2.0	0.4	-1.0	0.6	-0.6	-0.2	-2.4	-0.3	0.9	4.5	0.9
O=C(NCc1ccc(F)cc1)C1CCC(CNc2c(N3CCCCC3)c(=O)c2=O)CC1 (stereo not given)	0.7	1.3	-0.5	0.8	-1.6	-2.7	-1.8	0.8	-4.1	1.7	1.6
O=C(CSc1ncnc2c1nnn2Cc1ccc(F)cc1)NC1CCCCC1	-0.1	0.5	-0.1	2.0	-1.9	1.3	-0.6	-1.8	-0.2	0.4	-0.8
COc1ccccc1-c1cc(C(=O)Nc2c(C)n(C)n(-c3ccccc3)c2=O)no1	1.1	-2.0	-0.6	-0.1	-1.5	-7.0	-3.0	0.9	-2.5	3.5	0.0
O=C(NNC1=C(C(=O)C(F)(F)F)CCC1)c1ccccc1O	0.4	0.9	5.6*	1.4	1.0*	-7.9	-1.1	5.8	-7.5	3.6	3.6
O=Cc1cn(CC(=O)Nc2ccccc2)c2ccccc12	-0.8	0.2	1.6	-0.6	-0.7	3.7	-1.2	-2.2	-2.6	-5.9	-1.2
O=C(N/N=C/c1ccc(O)c2ccccc12)c1cccnc1	-18.9	2.0	4.7	-0.3	0.2	-1.4	-0.2	1.2	-0.4	-4.8	0.6
Cc1ccc(C)c(-n2cc[nH]c2=S)c1	-0.3	-0.9	0.7	-0.4	-1.1	2.5	-4.5	-0.7	-2.9	1.9	0.3
COc1ccc(C2=NN(C(=O)c3cccs3)C(c3ccc(OC)cc3)C2)cc1 (stereo not given)	0.4	-2.0	-3.3	-0.4	-2.0	2.2	-1.1	-1.5	-2.6	5.7	-1.0
CCn1c(SCC(=O)Nc2nc3ccc(OC)cc3s2)nnc1-c1ccoc1C	-0.2	1.4	-1.9	-0.8	-1.2	3.9	-2.3	1.6	2.7	-3.0	0.4
O=C(NCCCN1CCOCC1)c1ccc(CS(=O)(=O)c2ccc(Br)cc2)o1	2.0	-1.8	-1.7	-0.2	-1.7	-3.2	1.3	-1.2	1.2	-1.0	-0.1
CC12CN3CC(C)(CN(C1)C3c1ccc([N+](=O)[O-])o1)C2=O (stereo not given)	-0.1	0.6	-0.8	0.2	-1.6	-2.5	0.9	-4.2	-0.8	0.7	0.4
COc1cccc(CC(=O)OCC(=O)NNC(=O)c2ccc([N+](=O)[O-])cc2)c1	0.8	-0.4	-0.6	-0.4	-0.5	-4.1	-1.7	2.0	-2.0	1.9	0.4
CCOc1ccc(CCNC(=O)c2ccc3nc(N4CCOCC4)sc3c2)cc1OCC	-0.7	1.4	-1.1	0.0	-1.3	1.4	2.8	0.9	-4.9	2.1	-0.3
Cc1cc(-c2ccccc2)nn1-c1nc2c(c(=O)[nH]c(=O)n2C)n1C	-3.2	5.0	-0.8	-0.4	-1.2	9.2	2.2	-0.4	-3.0	-2.4	-1.6
Cc1c(Cl)ccc2sc(NC(=O)c3ccco3)nc12	-1.2	7.7*	10.4*	6.0*	1.2*	-27.9	0.7	21.4*	-5.1	16.5	3.2
COc1cc(C2C3=C(CCCC3=O)OC3=C2C(=O)CCC3)ccc1OCC(=O)Nc1ccccc1	-0.8	0.7	-1.4	-3.0	-1.1	-3.4	0.7	-2.6	-0.3	-2.5	-0.6
COc1ccc(Oc2ccc(C(F)(F)F)cc2NC(=O)c2ccc(OC)cc2)cc1	-2.8	-0.7	1.4	0.1	-0.7	-2.6	-3.8	-0.3	-2.6	-2.9	-0.6
CCc1nc2ccc(C(=O)NCC3CCCCC3)cn2c1N(C)C(=O)c1cccc(OC)c1	0.8	-2.4	-1.2	0.9	-1.1	6.4	1.2	4.3	3.8	-4.3	nt
COC(=O)c1[nH]c2ccccc2c1NC(=O)C(C)N1CC(C)OC(C)C1 (stereo not given)	-0.9	-1.0	1.4	0.3	-0.7	-12.5	-6.4	-1.1	-9.6	2.9	nt
COc1cccc(CN2CC(C(=O)NC3CCCCCC3)CCC2=O)c1 (stereo not given)	-1.6	0.5	0.4	0.4	-0.6	4.0	7.6	-0.9	-0.8	3.2	0.8
O=C1N(CC[C@@H](O)c2ccccc2)CCC12CCC(c1ccccc1)CC2 (stereo not given in full)	nt	nt	-3.1	nt	-1.3	5.0	nt	0.2	1.5	1.9	nt
S=C(NCC1CCCO1)N1CCc2ccccc2C1 (stereo not given)	-0.2	-1.2	0.7	-1.5	0.6	1.9	-0.8	0.2	-4.1	0.0	0.0
O=C(NCc1ccc(Cl)c(Cl)c1)c1cc(C2CCCCN2C(=O)c2ccccc2)on1 (stereo not given)	-0.4	0.9	-2.1	-2.3	-1.5	13.2	-3.5	-2.3	6.4	-0.7	nt
SMILES	PG9 binder	FXN GAA850 act	hcDAF12 agonist	DAX1 inh-1	ssDAF12 agonist	ADAM10 inh	SMARCA2 activ	hgDAF-12 ag	ADAM17 inh	NPR1 activator	DAX1 inh-2
O=C(NCCc1ccccc1)c1ccc(-c2ccc(F)c(F)c2)c2ccoc12	0.0	-0.5	0.5	0.3	-1.1	-6.0	-3.4	-2.7	-6.1	1.9	nt
CCc1ccc(/C=N/NC(=S)NCCc2ccccc2)cc1	0.4	-0.2	-1.4	-0.3	-1.1	9.5	-1.5	-0.1	0.0	3.9	-0.9
CCN(CC)C(=O)C1=C(C)Nc2nc3ccccc3n2C1c1cccc(OC)c1 (stereo not given)	-2.0	1.1	-1.1	-0.5	-1.0	-4.8	-0.2	1.0	-3.7	-32.0	-0.5
COc1ccc(OC)c(/C=N/NC(=O)c2cc[n+](Cc3ccccc3)cc2)c1	-3.8	-1.9	-2.8	-0.5	-1.4	-29.4	2.8	-3.4	-9.1	2.2	-0.9
CSc1ccc(Cl)c(C(=O)Nc2ccc(C)cn2)c1	-0.7	-3.0	1.4	1.2	-1.6	-7.1	1.7	1.9	-4.7	-0.7	1.1
O=C(NCC(c1ccco1)N1CCc2ccccc2C1)c1ccc(Cl)c([N+](=O)[O-])c1 (stereo not given)	-0.6	-1.7	-0.3	-0.2	-1.4	6.5	-0.1	0.4	0.8	-4.7	0.1
O=C(Cn1c(C(F)(F)F)nc2ccccc21)c1ccc(F)cc1	-0.1	0.1	-1.8	-0.3	-0.5	-2.9	-1.2	-2.4	-4.2	5.0	0.4
c1ccc(-n2c(SCC3CCCCO3)nnc2-c2cccs2)cc1 (stereo not given)	1.4	1.9	-0.8	-0.5	-1.2	-6.3	-2.4	-2.3	-4.6	1.1	-1.6
CCN(CC)C(=O)CSc1nc2sc3c(c2c(=O)n1CCCOC)CCC3	-0.6	2.5	-0.6	-0.4	-1.4	3.4	3.0	-1.4	-2.0	5.0	0.3
CC1=CC(=O)O[C@@H]1[C@@]1(C)C[C@H]2OC(=O)C[C@H]3[C@@H](C)C(=O)C(O)=C1[C@@]23CO	-1.1	-0.1	-0.2	-0.4	-0.8	-10.7	0.8	-0.5	0.2	5.1	2.6
S=C(NCc1ccccc1)NCC1COc2ccccc2O1 (stereo not given)	0.0	-1.8	-1.1	0.0	-0.6	6.8	-0.7	-1.1	1.3	0.1	-0.3
COC(=O)c1sc(S(=O)(=O)N2CCCCC2)c(C(=O)OC)c1C	-1.6	1.9	-2.2	-0.5	-1.2	1.7	3.7	-2.3	-1.7	1.9	0.8
O=C(O)C1CC=CCC1C(=O)NNc1c(Cl)cc(Cl)cc1Cl (stereo not given)	-1.8	0.3	2.1	0.8	-1.1	5.9	2.1	0.9	0.0	-1.9	0.8
Cc1ccc(S(=O)(=O)NC2(C(F)(F)F)NC(=O)N(Cc3ccccc3)C2=O)cc1 (stereo not given)	1.5	1.8	-1.4	0.3	-1.2	0.3	0.1	1.5	-2.2	3.4	0.3
COc1ccc(C(=O)OCC(=O)NC(C)CCc2ccccc2)c(OC)c1 (stereo not given)	-0.5	0.6	-0.9	-0.3	-1.6	10.7	2.0	0.8	0.9	-11.5	-0.8
CCCCCCCOC(=O)C1=C(C)Nc2ncnn2C1c1cccs1 (stereo not given)	-1.0	-0.8	-1.6	-0.3	-1.4	0.7	-4.0	0.1	0.4	-13.7	-0.4
N=C1C=CC(=C(c2ccc(N)cc2)c2ccc(N)cc2)C=C1	-24.2	-4.3	-2.8	-4.0	-1.3	-8.7	-4.1	-7.2	-6.7	-11.6	-4.6
COC(c1ccccc1)c1nnc(CCC(=O)NC2C3CC4CC(C3)CC2C4)o1 (stereo not given)	0.6	-1.3	0.3	-0.4	-0.3	-8.6	-3.1	1.1	-3.7	0.1	0.2
Cc1ccc(NC(=O)[C@H](NC(=O)[C@@H]2Cc3ccccc3CN2)c2ccccc2)cc1C	0.2	0.7	1.2	0.3	-0.3	11.7	2.1	3.7	-1.2	1.1	0.5
COc1ccc(/C=N/NC(=O)c2c(-c3ccccc3)noc2C)cc1	-2.5	1.4	-1.1	0.1	-1.5	-2.1	0.4	-0.8	-2.0	-15.0	1.2
CCC(CC)CN1CCC(CN2CCNC(=O)C2=O)CC1	-0.1	2.2	0.0	0.4	-0.7	-11.4	0.9	2.9	0.1	1.1	-1.5
COc1ccc(NC(=O)c2nc[nH]c2C(=O)N[C@@H](CC(C)C)C(=O)OC(C)(C)C)cc1	0.4	0.9	-0.1	0.2	-0.7	10.6	0.0	-0.2	0.7	-0.9	1.8
O=C(Nc1ccc(F)cc1F)Nc1ccccc1C(=O)NCCN1CCNC1=O	-0.8	2.0	0.5	0.8	-1.8	-24.4	3.9	-1.4	-10.6	-0.3	nt
CCCCCN1CCCCC(NC(=O)c2ccccc2C)C1=O (stereo not given)	nt	nt	-1.8	-0.1	-1.6	-4.5	-1.5	4.0	-0.8	0.3	nt
CCN(CC)C(=O)Cn1cc(C(=O)C(=O)N2CCN(Cc3ccccc3)CC2)c2ccccc21	-1.0	2.7	-0.9	-0.9	-1.1	-4.1	1.3	1.7	-0.7	-4.8	-0.3
CCOc1ncccc1C(=O)OCC(=O)NCc1ccc(C(=O)OC)cc1	0.4	0.6	-1.1	-0.4	-1.1	2.0	-3.1	1.0	0.0	0.0	1.9
Cc1ccc2c(c1)N(C(=O)CCC(=O)O)CCO2	-1.1	-2.9	4.3	0.1	-0.7	2.8	2.1	-1.3	-1.9	3.3	1.0

Random excerpt: 3 entries already listed, in no set order.
SMILES	PG9 binder	FXN GAA850 act	hcDAF12 agonist	DAX1 inh-1	ssDAF12 agonist	ADAM10 inh	SMARCA2 activ	hgDAF-12 ag	ADAM17 inh	NPR1 activator	DAX1 inh-2
O=C(NCC(c1ccco1)N1CCc2ccccc2C1)c1ccc(Cl)c([N+](=O)[O-])c1 (stereo not given)	-0.6	-1.7	-0.3	-0.2	-1.4	6.5	-0.1	0.4	0.8	-4.7	0.1
CCCCCN1CCCCC(NC(=O)c2ccccc2C)C1=O (stereo not given)	nt	nt	-1.8	-0.1	-1.6	-4.5	-1.5	4.0	-0.8	0.3	nt
COC(=O)c1sc(S(=O)(=O)N2CCCCC2)c(C(=O)OC)c1C	-1.6	1.9	-2.2	-0.5	-1.2	1.7	3.7	-2.3	-1.7	1.9	0.8

An unsorted share of the library. About 6.8% of those tested had a hit in this group.
